KCNK3 block = human KCNK3 channel inhibition, primary screen; O14649; CHO-KCNK3 thallium flux, FluxOR fluorescence; active compounds read low; B-score at 10 µM; 0.84% of 340,000 active; AID 602410;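 active = B-score under library mean minus 4 SD, starting fluorescence ratio at most library mean plus 5 SD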;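 note: more negative B-score means stronger inhibition of thallium flux through KCNK3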
KCNQ1 block = human KCNQ1 channel inhibition. CHO-K1 KCNQ1, FluxOR thallium flux fluorescence; active compounds read high. P51787. B-score at 10 µM. 1.3% of 310,000 active;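 active = compounds whose thallium flux B-score, printed positive for inhibition, exceeds three library SD while starting fluorescence stays within three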;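 note: channel opened by potassium depolarization with thallium stimulus after 20 min compound exposure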
KCNQ1 pot = potentiates or activates the human KCNQ1 potassium channel | CHO-K1 KCNQ1, thallium flux FluxOR fluorescence; active compounds read high | B-score at 10 µM | 0.35% of 310,000 active;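 active = fluorescence ratio B-score, a plate-corrected score, at least three library SD, with initial intensity B-score within 5 SD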
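Test system: CHO-K1 cells stably expressing KCNQ1 / Medium: assay buffer / Also added: depolarizing K+/Tl+ stimulus, K2SO4 and Tl2SO4 each 12.5 mM in 5x stock / Incubation: 90 min dye loading and 20 min compound exposure, both at room temperature / Signal: thallium influx via FluxOR fluorescence, kinetic imaging / Evaluation: B score of baseline-normalized fluorescence ratio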
GSK3 alpha inh = blocks human GSK-3 alpha kinase; P49840; ADP-Glo luminescence, 60 min; inhibition, % at 10 µM; 0.1% of 320,000 active; AID 2650;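 in the data active = inhibition above about 50%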;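 note: GST-tagged GSK-3 alpha with peptide substrate and 25 µM ATP; 0% = DMSO neutral wells and 100% = GW8510 positive control wells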
KCNK9 block = blocks the human KCNK9 two-pore domain potassium channel; HEK293 KCNK9, FluxOR thallium flux fluorescence; active compounds read low; B-score at 10 µM; Q9NPC2; 1.2% of 310,000 active;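 active = ratio B-score over 3 SD below the library mean, with starting fluorescence within 5 SD of its mean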;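 note: negative B-score means less thallium flux so channel inhibition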
DYRK1A inh = inhibitors of rat Dyrk1A kinase. inhibition, % at 12.5 µM. 0.43% of 310,000 active. ADP-Glo luminescence, NFATc1 peptide. Q63470; in the data active = inhibition above about 50%;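 note: plate controls were vehicle with enzyme for no effect and no enzyme for full effect; many of its hits are not listed in these tables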
hERG protect = shields human hERG channel from block by proarrhythmic agents | CHO-hERG, FluxOR thallium flux, dofetilide IC70 present | activation (rescue from dofetilide block), less the hit threshold, % at 10 µM | 0.51% of 310,000 active | Q12809;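 active = activation above the mean of controls blocked by dofetilide plus 5 SD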;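 note: thallium influx through hERG after potassium depolarization seen as dye fluorescence rise; in these data hits start at about 4.7%; inactives centre near -7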
Target sequence (Q12809 whole entry, looked up): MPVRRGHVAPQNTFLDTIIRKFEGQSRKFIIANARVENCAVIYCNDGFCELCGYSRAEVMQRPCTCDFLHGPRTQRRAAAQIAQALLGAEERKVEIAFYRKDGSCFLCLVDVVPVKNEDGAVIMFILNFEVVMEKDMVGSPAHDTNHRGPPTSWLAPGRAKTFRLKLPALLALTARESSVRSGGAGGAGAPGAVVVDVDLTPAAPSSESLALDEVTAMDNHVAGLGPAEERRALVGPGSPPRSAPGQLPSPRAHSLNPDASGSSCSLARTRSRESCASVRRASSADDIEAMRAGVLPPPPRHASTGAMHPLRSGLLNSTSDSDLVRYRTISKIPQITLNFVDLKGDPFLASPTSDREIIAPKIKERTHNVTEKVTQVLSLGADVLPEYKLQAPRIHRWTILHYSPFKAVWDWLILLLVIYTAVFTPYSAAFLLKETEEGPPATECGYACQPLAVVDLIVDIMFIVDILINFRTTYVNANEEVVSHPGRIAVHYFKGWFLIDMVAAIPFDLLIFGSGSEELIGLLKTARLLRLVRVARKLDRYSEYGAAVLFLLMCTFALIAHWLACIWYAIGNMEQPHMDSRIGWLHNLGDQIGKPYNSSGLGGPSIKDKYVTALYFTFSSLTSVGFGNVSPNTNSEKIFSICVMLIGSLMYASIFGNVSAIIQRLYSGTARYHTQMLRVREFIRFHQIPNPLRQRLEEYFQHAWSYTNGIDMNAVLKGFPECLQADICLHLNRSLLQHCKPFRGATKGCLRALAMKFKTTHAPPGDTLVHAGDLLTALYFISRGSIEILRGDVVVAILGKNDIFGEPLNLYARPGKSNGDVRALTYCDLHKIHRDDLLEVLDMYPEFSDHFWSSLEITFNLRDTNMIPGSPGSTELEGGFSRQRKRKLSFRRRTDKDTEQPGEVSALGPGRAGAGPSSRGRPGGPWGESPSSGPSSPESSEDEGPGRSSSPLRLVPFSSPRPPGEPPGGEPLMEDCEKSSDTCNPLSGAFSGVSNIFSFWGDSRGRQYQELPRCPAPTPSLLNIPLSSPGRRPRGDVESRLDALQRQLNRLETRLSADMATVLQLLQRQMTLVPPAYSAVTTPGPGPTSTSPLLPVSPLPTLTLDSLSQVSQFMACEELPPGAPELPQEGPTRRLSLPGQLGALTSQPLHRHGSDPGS
PolyA inhibitor = yeast polyadenylation inhibition. S. cerevisiae SKY197-pL101 polyadenylation reporter, beta-gal luminescence; efflux-impaired pdr1/pdr3 knockout yeast; score 100 = 6 SD above DMSO. calls only at 12 µM. 0.02% of 300,000 active;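 active = lowest replicate activity score at least 50, where 100 means six control SD above control mean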;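 note: yeast exposed to compound for 9 h at 30 °C; higher score means more reporter readthrough which indicates perturbed polyadenylation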
HDAC3 inhib = blocks human histone deacetylase 3; O15379; recombinant HDAC3, fluorogenic peptide/trypsin coupled, fluorescence; inhibition, % at 8.3 µM; 0.15% of 320,000 active; in the data active = inhibition above about 26%, passing the limit was not always enough
GSK3beta inhib = human GSK3beta kinase inhibition. P49841. GST-GSK3beta kinase, ADP-Glo luminescence, 60 min; active compounds read low. activity score (negative = inhibition), % at 10 µM. 0.038% of 300,000 active. AID 2097;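 active = more than half of replicate wells score below -50%, meaning over 50% inhibition versus plate controls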;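 note: 0% = median DMSO wells and -100% = median GW8510 positive control wells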
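test system = GST-tagged human GSK3beta kinase, cell-free | reagent = 25 µM ATP with peptide substrate | dosing = one dose of 10 µM per compound | schedule = 60 min reaction, RT | detection = luminescent ADP-Glo measurement of ADP formed | control set = DMSO neutral wells and GW8510 at 20 µM as positive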
RGS4 pot = RGS4 potentiation or activation; 0.92% of 310,000 active; HEK293 M3R/inducible RGS4, carbachol calcium flux Fluo4; active compounds read low; B-score at 10 µM;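 active = B-score of the integrated calcium signal more than 4 SD below the library mean, with starting fluorescence not abnormally high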;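 note: negative B-score means reduced calcium response which marks RGS4 activation or potentiation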
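test system = HEK293 cells with stable M3R and inducible RGS4 | schedule = recording 10 s baseline at 1 Hz, 100 s post-agonist | technique = Fluo4-AM (2 µM) calcium-flux fluorescence, kinetic read | measure = Agonist-evoked peak-minus-minimum fluorescence over baseline, integrated ratio, B score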
* = called active by the depositor; i = inactive; nt = no result given. The list is partial, so the mix of outcomes need not match the whole.

1	COc1ccc(-c2nc(NC(=O)Cn3ccc(C(F)(F)F)n3)sc2C)cc1
2	CCOC(=O)c1sc(=NC(=O)c2cccc(OC)c2)n(C)c1C
3	CCCCn1nc(NC(=O)COC)c2cc3cc(OC)ccc3nc21
4	OCCCc1cn(Cc2ccccc2)c2ccccc12
5	COc1cccc(C(=O)Nc2cccnc2)c1
6	Cc1cccc(OCc2nnc(SCC(=O)Nc3ccc(C)c(C)c3)o2)c1
7	O=C(CNS(=O)(=O)c1ccc(Br)cc1)N1CCOCC1
8	C=CCn1c(O)c(CN2CCOCC2)c(C)c(C#N)c1=O

Assay by compound	1	2	3	4	5	6	7	8
KCNK3 block	i	i	i	i	i	i	i	i
KCNQ1 block	i	i	i	i	i	i	i	i
KCNQ1 pot	i	i	i	i	i	i	i	i
GSK3 alpha inh	-5	-2	8	-3	3	-4	0	-3
KCNK9 block	i	i	i	i	i	i	i	i
DYRK1A inh	-1	nt	-3	-1	7	-7	-1	2
hERG protect	-1	-3	-13	-5	-2	-3	-9	-4
PolyA inhibitor	i	i	i	i	i	i	i	i
HDAC3 inhib	3	3	-9	5	-5	-4	1	3
GSK3beta inhib	-3	-7	-25	5	-4	-1	3	1
RGS4 pot	i	i	i	i	i	i	i	i

9	Cc1ccc(NC(=O)Cc2cn(C)c3ccccc23)cc1F
10	Nc1nc(-c2ccccc2)c(N=Nc2cccnc2)s1
11	COc1ccc(CCNC(=S)NC(=O)c2cc(OC)c(OC)c(OC)c2)cc1OC
12	CCOc1ccccc1NC(=O)CSc1nnc(CNC(=O)c2c(F)cccc2Cl)o1
13	CCOC(=O)c1c(-n2cnnn2)sc(C)c1C
14	CCOC(=O)N1CCN(C2OC(=O)c3ccccc32)CC1 (configuration not stated)
15	COc1cccc(-c2csc(N3CCN(C(=S)NCC(C)C)CC3)n2)c1
16	O=C(CSCc1ccc(C(=O)O)cc1)Nc1ccc2ccccc2c1

Assay by compound	9	10	11	12	13	14	15	16
KCNK3 block	i	i	i	i	i	i	i	i
KCNQ1 block	i	i	i	i	i	i	i	i
KCNQ1 pot	i	i	i	i	i	i	i	i
GSK3 alpha inh	-2	1	1	-1	-2	5	0	-1
KCNK9 block	i	i	i	i	i	i	i	i
DYRK1A inh	-4	nt	3	-4	0	-3	-11	-3
hERG protect	-9	-8	-4	-8	-8	0	-6	-11
PolyA inhibitor	i	i	i	i	i	i	i	i
HDAC3 inhib	nt	8	-2	-4	-11	-3	-4	nt
GSK3beta inhib	-1	2	4	nt	-1	0	nt	1
RGS4 pot	i	i	i	i	i	i	-7.7*	i

17	Cn1cc(S(=O)(=O)N2CCCC2)cc1C(=O)NCc1ccccc1
18	Cc1ccc(-c2nn(C)c(=O)c3ccccc23)cc1CN1CCCCC1
19	Cc1ccc2c(c1)C1CN(C)CCC1N2Sc1ccccc1[N+](=O)[O-] (configuration not stated)
20	CCOC(=O)N1CCC(=NNC(=O)c2ccc(O)cc2)CC1
21	CCCCN(Cc1ccccc1)c1ncnc2nc[nH]c12
22	COc1ccc(S(=O)(=O)N2CCN(CCC(=O)Nc3ccc(F)cc3)CC2)cc1
23	COc1ccc(-c2noc(CCC(N)=O)n2)cc1OC
24	COc1ccccc1-c1cc(C(=O)Nc2ccc(F)cc2F)no1

Assay by compound	17	18	19	20	21	22	23	24
KCNK3 block	i	i	i	i	i	i	i	i
KCNQ1 block	i	i	i	i	i	i	i	i
KCNQ1 pot	i	i	i	i	i	i	i	i
GSK3 alpha inh	2	-2	0	0	-1	nt	1	-2
KCNK9 block	i	i	i	i	i	i	i	i
DYRK1A inh	5	nt	17	-1	10	-1	-2	3
hERG protect	-9	0	-21	-8	-11	-15	-10	-9
PolyA inhibitor	i	nt	i	i	i	i	i	i
HDAC3 inhib	4	-1	7	3	5	nt	-8	1
GSK3beta inhib	2	-5	-6	1	-3	-4	2	3
RGS4 pot	i	i	i	i	i	i	i	i

25	O=S(=O)(c1ccc(-c2ccon2)s1)N1CCOCC1
26	CCCCn1c(N)c(N(CC(C)C)C(=O)c2ccc(-n3c(C)ccc3C)cc2)c(=O)[nH]c1=O
27	CCn1c(C)nc2cc(S(=O)(=O)Nc3ccc(C)cc3)ccc21
28	CCc1ccccc1NC(=O)Cn1nnc(-c2cccnc2)n1
29	N#C/C(=C\c1cccs1)c1nc2ccccc2[nH]1
30	COCC(=O)NCCNc1nc2ccc(C)cc2cc1C
31	COc1ccccc1N1CCN(C(=O)CSc2nnc(NC(=O)c3ccco3)s2)CC1
32	Oc1ccc2nnc3c(Br)cnn3c2c1

Assay by compound	25	26	27	28	29	30	31	32
KCNK3 block	i	i	i	i	i	i	i	i
KCNQ1 block	i	i	i	i	i	i	i	24*
KCNQ1 pot	i	i	i	i	i	i	i	i
GSK3 alpha inh	2	-1	-1	-2	-1	3	nt	21
KCNK9 block	i	i	i	i	i	i	i	i
DYRK1A inh	6	9	0	0	2	2	-5	77*
hERG protect	-9	-15	0	-10	1	-3	-13	-44
PolyA inhibitor	i	i	i	i	i	i	i	i
HDAC3 inhib	nt	-7	1	7	10	-7	11	5
GSK3beta inhib	-1	1	2	-1	-4	-2	0	-7
RGS4 pot	i	i	i	i	i	i	i	i

33	COc1ccc(NC(=S)Nc2ncccc2C)cc1OC
34	Cc1nc2ccccc2n1CC(=O)N/N=C/c1cccs1
35	CC(=O)c1cccc(NC(=S)N2CCN(S(=O)(=O)c3ccc(F)cc3)CC2)c1
36	CSCCC(NS(=O)(=O)c1ccc(Cl)cc1)C(=O)OCC(=O)NC1CC1 (configuration not stated)
37	C=CCc1cc(/C=C2/NC(=O)NC2=O)cc(OCC)c1O
38	NC(=O)NCc1cccc(Cl)c1
39	CC(C)(C)c1ccc(OCC(O)CN2CCN(c3ccccn3)CC2)cc1 (configuration not stated)
40	CCOC(=O)c1ccc(Nc2ncnc3c2cnn3C)cc1

Assay by compound	33	34	35	36	37	38	39	40
KCNK3 block	i	i	i	i	i	i	i	i
KCNQ1 block	i	i	i	i	i	i	i	i
KCNQ1 pot	i	i	i	i	i	i	i	i
GSK3 alpha inh	0	0	-1	0	1	3	1	0
KCNK9 block	i	i	i	i	i	i	i	i
DYRK1A inh	0	1	-1	-4	-2	nt	1	-3
hERG protect	-4	-5	-7	-2	-7	-1	-11	-5
PolyA inhibitor	i	i	i	i	i	i	i	i
HDAC3 inhib	-2	-3	1	9	4	5	-2	4
GSK3beta inhib	2	4	-1	2	-2	-4	5	-1
RGS4 pot	i	i	i	i	i	i	i	i

41	COc1ccc(CCCc2nnc(SCC(=O)Nc3nc(C)cs3)n2C)cc1C
42	CCC(CC)N1CCN(CC2CC=CCC2)CC1 (configuration not stated)
43	CCCC(C(=O)OCCN(CC)CC)(c1ccccc1)c1ccccc1
44	NC(=O)/C(=C/c1cccnc1)NC(=O)c1ccccc1
45	CCOc1ccc2nc(SCC)[nH]c2c1
46	Cc1cc(C)n(-c2nc3ccccc3nc2NCCc2ccccc2)n1
47	COc1cccc(/C=N/Nc2ncnc3c2ncn3Cc2ccccc2)c1O
48	O=C(CSc1nc2sc3c(c2c(=O)n1-c1ccccc1)CCCC3)NCc1ccco1

Assay by compound	41	42	43	44	45	46	47	48
KCNK3 block	i	i	i	i	i	i	i	i
KCNQ1 block	i	i	i	i	i	i	i	i
KCNQ1 pot	i	i	i	i	i	i	i	i
GSK3 alpha inh	-2	nt	6	0	-2	-2	1	nt
KCNK9 block	i	i	i	i	i	i	i	i
DYRK1A inh	3	4	1	nt	0	-2	-2	4
hERG protect	-7	-4	-7	-6	-16	-9	1	-4
PolyA inhibitor	i	i	i	i	i	i	i	i
HDAC3 inhib	2	2	14	0	-1	9	10	nt
GSK3beta inhib	2	1	2	3	-2	0	-2	2
RGS4 pot	i	i	i	i	i	i	i	i

Rewritten with values under each structure: entries from further up
Each structure is followed by: KCNK3 block | KCNQ1 block | KCNQ1 pot | GSK3 alpha inh | KCNK9 block | DYRK1A inh | hERG protect | PolyA inhibitor | HDAC3 inhib | GSK3beta inhib | RGS4 pot
43	CCCC(C(=O)OCCN(CC)CC)(c1ccccc1)c1ccccc1
  i | i | i | 6 | i | 1 | -7 | i | 14 | 2 | i
44	NC(=O)/C(=C/c1cccnc1)NC(=O)c1ccccc1
  i | i | i | 0 | i | nt | -6 | i | 0 | 3 | i
45	CCOc1ccc2nc(SCC)[nH]c2c1
  i | i | i | -2 | i | 0 | -16 | i | -1 | -2 | i
46	Cc1cc(C)n(-c2nc3ccccc3nc2NCCc2ccccc2)n1
  i | i | i | -2 | i | -2 | -9 | i | 9 | 0 | i

Part of the list above, with each value named.
#43 CCCC(C(=O)OCCN(CC)CC)(c1ccccc1)c1ccccc1
  KCNK3 block: i; KCNQ1 block: i; KCNQ1 pot: i; GSK3 alpha inh: 6; KCNK9 block: i; DYRK1A inh: 1; hERG protect: -7; PolyA inhibitor: i; HDAC3 inhib: 14; GSK3beta inhib: 2; RGS4 pot: i

#44 NC(=O)/C(=C/c1cccnc1)NC(=O)c1ccccc1
  KCNK3 block: i; KCNQ1 block: i; KCNQ1 pot: i; GSK3 alpha inh: 0; KCNK9 block: i; DYRK1A inh: nt; hERG protect: -6; PolyA inhibitor: i; HDAC3 inhib: 0; GSK3beta inhib: 3; RGS4 pot: i

#45 CCOc1ccc2nc(SCC)[nH]c2c1
  KCNK3 block: i; KCNQ1 block: i; KCNQ1 pot: i; GSK3 alpha inh: -2; KCNK9 block: i; DYRK1A inh: 0; hERG protect: -16; PolyA inhibitor: i; HDAC3 inhib: -1; GSK3beta inhib: -2; RGS4 pot: i

Next part.
49	CC(=O)N1CN(C2CCCC2)Cc2c1sc1c2CCCC1
50	COc1ccc(NC(=O)CCc2c(C)nn(-c3ccc(N4CCOCC4)nn3)c2C)cc1
51	COCC(=O)N(Cc1nc2sc(C)c(C)c2c(=O)[nH]1)C1CCCCC1
52	CCOC(=O)N1CCN(Cc2nnc(-c3ccccc3Cl)o2)CC1
53	COc1ccc(C)cc1NC(=O)COC(=O)C1CC1
54	O=C(CCn1c(=O)oc2ccccc21)N1CCN(c2ccc(F)cc2)CC1

Assay by compound	49	50	51	52	53	54
KCNK3 block	i	i	i	i	i	i
KCNQ1 block	i	i	i	i	i	i
KCNQ1 pot	i	i	i	i	i	i
GSK3 alpha inh	2	-1	-6	-1	0	0
KCNK9 block	i	i	i	i	i	i
DYRK1A inh	27	11	-1	10	0	-1
hERG protect	-10	-6	-12	-10	-9	-10
PolyA inhibitor	i	i	i	i	i	i
HDAC3 inhib	-2	-5	3	5	1	-3
GSK3beta inhib	-2	2	0	5	1	-2
RGS4 pot	i	i	i	i	i	i

Screening results from PubChem BioAssay.
